Screening results: PubChem, Fisher Drug Discovery Resource Center
NPYLR7 ag = activates Aedes aegypti NPYLR7 receptor. actives 0.15% (n = 270,000). AID 1259423. activation, % at 10 µM. HEK293T NPYLR7/Galpha15, GCaMP6s calcium fluorescence; in the data active = activation above about 40%;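 note: 0% = vehicle and 100% = reference agonist at the receptor; some compounds past the cut are filed as inactive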
hcGAS inh = blocks human cGAS activity. actives 0.081% (n = 290,000). AID 1259398. Q8N884. inhibition, % at 12.5 µM. recombinant h-cGAS, ATP depletion, Kinase-Glo luminescence;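 note: 0% = vehicle reaction and 100% = reaction without DNA for no activity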
Target sequence (Q8N884 whole entry, looked up): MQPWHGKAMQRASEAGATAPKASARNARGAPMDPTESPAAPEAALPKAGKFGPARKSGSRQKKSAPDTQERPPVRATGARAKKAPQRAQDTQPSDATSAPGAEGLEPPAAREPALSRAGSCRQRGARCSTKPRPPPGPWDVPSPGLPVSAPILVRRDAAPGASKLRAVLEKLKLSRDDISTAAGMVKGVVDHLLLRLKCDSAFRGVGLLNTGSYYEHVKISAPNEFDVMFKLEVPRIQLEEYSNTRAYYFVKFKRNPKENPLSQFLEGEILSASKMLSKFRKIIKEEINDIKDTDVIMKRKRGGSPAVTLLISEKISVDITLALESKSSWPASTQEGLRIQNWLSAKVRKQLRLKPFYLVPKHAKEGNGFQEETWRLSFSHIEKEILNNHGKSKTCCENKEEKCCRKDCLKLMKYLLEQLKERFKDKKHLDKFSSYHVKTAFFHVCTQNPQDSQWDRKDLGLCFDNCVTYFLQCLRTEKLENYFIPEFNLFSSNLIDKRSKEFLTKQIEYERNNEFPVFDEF
mcGAS lum = inhibitors of mouse cGAS | Q8C6L5 | recombinant cGAS, Kinase-Glo ATP depletion luminescence | inhibition, % at 12.5 µM | actives 0.15% (n = 160,000);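 note: 0% = negative control wells and 100% = reference inhibitor with no enzyme activity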
An asterisk follows results filed as active; · = not tested or not shown; & = joins results of further samples. Cut-off read from the data, not from the text of the source, unless noted: active = inhibition above about 40%; inactive = the rest.

SMILES	NPYLR7 ag	hcGAS inh	mcGAS lum
COc1ccc(S(=O)(=O)CCC(=O)Nc2nnc(-c3cc(C)nn3C)o2)cc1	3.3	-2.9	-8.6
C[C@@]12CO[C@H](c3ccccc3)C[C@@H]1C[C@@H](N1CCN(C(=O)NC3CCCCC3)CC1)C2	0.5	3.6	-6.1
O=C(CSc1nccn(-c2ccc3c(c2)OCCO3)c1=O)c1ccc(F)cc1	-1.0	-7.9	-7.1
CNc1ccc(C)cc1C(=O)N[C@H]1C[C@H]2CN(C)CCN2C1	-1.6	0.5	·
CCCCOC(=O)C(C#N)=Cc1ccc(-c2cccc([N+](=O)[O-])c2)o1	13.5	-7.3	-1.9
Cc1ccccc1C(=O)N1CCC2(CC1)C(=O)N(CC(=O)NCCc1ccccc1)CN2c1ccccc1	0.8	-4.1	-3.9
CCOC(=O)c1sc(=NC(=O)c2ccc(S(=O)(=O)N(CC(C)C)CC(C)C)cc2)n(C)c1C	0.4	-6.5	·
CC(Sc1nnc(Nc2ccccc2F)s1)C(=O)NC(C)(C)C (stereo not given)	-0.4	2.2	·
COc1cccc(NC(=O)CSc2nc(=O)n(CCN(C)C)c3c2CCCC3)c1	-3.9	-10.4	-7.9
CC(/C=C1\N=C(c2ccccc2Cl)OC1=O)=C\c1ccccc1	-1.7	-2.2	·
CC1(C(=O)NCC2CCCCC2)CCN1C(=O)c1cccc(F)c1 (stereo not given)	4.0	-10.7	·
Cc1ccnc(NCCn2cc(C3CC=CCC3)nn2)c1 (stereo not given)	8.5&5.0	-9.3&-7.7	·
c1ccc(C2CCN(CCn3ccnc3C3CC3)C2)cc1 (stereo not given)	8.2	-6.4	·
CCC(C)(C)C1CCC2(CC1)NC(=S)N(CCC(C)C)N2 (stereo not given)	5.8	-4.9	·
O=C(c1ccc(-c2ccccc2)[nH]c1=O)N1CCCC(O)(CO)CC1 (stereo not given)	0.4	-5.1	·
COC(=O)c1ccc(/C=N\Nc2nnnn2-c2ccccc2)cc1	-11.5	-0.6	·
Cc1ccc(S(=O)(=O)NC(=O)C2(C)CCN2C(=O)c2ccco2)cc1 (stereo not given)	7.8	-4.5	·
CN(Cc1nc(-c2cccc(Cl)c2)no1)C1CCCCC1	0.0	-0.1	-3.1
O=C(c1cn[nH]c1-c1ccccc1F)N1CCC2(CCCO2)CC1	7.6	-6.7	·
O=C(C1CCCN(C2CCN(c3ncnc4nc[nH]c34)CC2)C1)N1CCOCC1 (stereo not given)	5.6	-6.0	-14.2
O=C1c2cccc3c([N+](=O)[O-])ccc(c23)C(=O)N1/N=C\c1cccc([N+](=O)[O-])c1	0.5	-6.3	-5.9
CCC(C(=O)NC1CCCC1)n1c(C)c(C)oc1=O (stereo not given)	·	-0.6	-0.6
O=C1/C(=C/c2ccco2)SC(=S)N1C1CCS(=O)(=O)C1 (stereo not given)	3.6	-2.8	-5.4
Cc1ccc(C(C)C)c(OC(C)C(=O)N2CCN(c3nc(C)ns3)CC2)c1 (stereo not given)	1.5	-3.7	·
C#CCOC(=O)CN1CCOCC1	2.0	-7.1	·
COc1ccc(NC(=O)N(CC(=O)N(Cc2ccc(F)cc2)Cc2cccs2)C2CCCCC2)cc1	-6.8	0.2	-5.6
Cc1cc(C)n2c(SCC(=O)c3c(N)n(C4CC4)c(=O)[nH]c3=O)nnc2n1	3.0	-6.5	·
Cc1ccc(S(=O)(=O)CCC(=O)Nc2ccc(Br)cc2)c(C)c1	0.2	-2.3	-9.8
O=C(C1CC1)N(Cc1nccn1Cc1ccccc1Cl)CC1CC1	5.2	-10.0	-6.5
CC(c1ccc2c(c1)OCCO2)N(C)C(=O)c1cc2n(n1)CCCN(C)C2 (stereo not given)	9.0	-0.5	·
c1ccc2c(c1)nc(NC1CCCC1)c1nncn12	2.9	-3.2	-3.6
OC(CNCc1ccccc1)c1ccsc1 (stereo not given)	-2.0	-6.0	-17.0
Cc1nn(C2CCS(=O)(=O)C2)c2nc(-c3ccccc3)cc(C(=O)NCCC3=CCCCC3)c12 (stereo not given)	2.8	-2.0	-6.3
O=C(OC1CCCCC1=O)c1ccc(NS(=O)(=O)c2ccc(F)cc2)cc1 (stereo not given)	1.2	-1.7	·
Cc1cccnc1CN1CCN(Cc2cc3n(n2)CCNC3)CC1	2.5	1.6	-10.7
CN(C)CCNC(=O)c1ccc(CN2C(=O)CC(c3ccc(Cl)cc3)NC2=O)cc1 (stereo not given)	·	0.0	-3.3

Single records (already shown). Order of values: NPYLR7 ag, hcGAS inh, mcGAS lum
O=C(C1CCCN(C2CCN(c3ncnc4nc[nH]c34)CC2)C1)N1CCOCC1 (stereo not given) is listed as 5.6, -6.0, -14.2
CCCCOC(=O)C(C#N)=Cc1ccc(-c2cccc([N+](=O)[O-])c2)o1 is listed as 13.5, -7.3, -1.9
CC1(C(=O)NCC2CCCCC2)CCN1C(=O)c1cccc(F)c1 (stereo not given) is listed as 4.0, -10.7, ·

Next entries:
SMILES	NPYLR7 ag	hcGAS inh	mcGAS lum
COc1ccc2c(-c3cc4cc(Br)ccc4o3)cc(=O)oc2c1	2.0	-3.8	-9.7
N#CC1C(=O)Nc2c(cnn2C2CCCC2)C12CCCCC2 (stereo not given)	2.3	-6.4	·
CCOC(=O)CSc1nc2c(-c3ccccc3)c[nH]c2c(=O)n1Cc1ccccc1OC	3.0	-6.1	-5.2
CCCNC(=O)CCNC(=O)C1CC(c2ccc(Cl)cc2)=NO1 (stereo not given)	-4.3	-5.1	-5.4
CCn1cc(C(=O)N2CCc3c([nH]c4ccccc34)C2)c(C)n1	4.1	-1.3	·
CCOC(=O)C(C)Sc1ccc(NC(=O)C(C)C)nn1 (stereo not given)	0.4	-4.3	·
COc1cc(OC)cc(C(=O)Nc2ccc(F)c(-c3nnc4n3CCCCC4)c2)c1	0.5	-9.8	·
CCCNC(=O)Cn1cc(OC)c(=O)cc1CN1CCN(c2ccc(F)cc2)CC1	-0.7	-5.2	-8.1
COCCCN(CC(=O)N(CCc1ccc(OC)c(OC)c1)Cc1sccc1C)C(=O)NCc1ccccc1	-6.3	-6.0	-5.0
Cc1nn(-c2ccc(Cl)nn2)c2c1C(c1ccccc1C(F)(F)F)CC(=O)N2 (stereo not given)	-1.8	-7.1	·
COC(=O)c1ccc(-c2nc(CN3CCCN(C(=O)c4ccco4)CC3)c(C)o2)cc1	-10.2	1.3	0.2
O=C(c1ccc(Br)cc1)N(Cc1cccc(OS(=O)(=O)c2cccc(C(F)(F)F)c2)c1)Cc1ccco1	-10.1	-6.5	-2.1
CC(=O)O[C@@H](C)C(=O)N1CCN(c2nccc(-c3cccc(C(F)(F)F)c3)n2)CC1	4.1	-4.8	-7.3
COc1ccc(C(=O)N2CCC3(CC2)C(=O)N(CC(=O)NC(C)c2ccccc2)CN3c2ccccc2)c(OC)c1 (stereo not given)	23.9	-5.7	-4.8
CC(Cn1ccnc1)NCc1cccc(-n2cccn2)c1 (stereo not given)	1.0	-6.7	·
c1ccc2c(c1)oc1c(NC3CCCCC3)ncnc12	2.2	0.1	·
CCOC(=O)C1(C)CCN1C(=O)c1sccc1C (stereo not given)	0.8	-12.2	·
CCS(=O)C1CCCC(NCc2sccc2C)C1 (stereo not given)	4.4	1.3	-4.7
CC(C)CN(CCC(=O)NCc1ccccc1)c1nc(-c2ccco2)nc2cc(Cl)ccc12	15.7	-2.0	-7.9
CCN(Cc1ccc(Cl)s1)C(=O)Cn1nnc(-c2ccccc2)n1	5.5	1.0	·
COc1ccc(S(=O)(=O)NCc2ccc(CN3CCC(C)CC3)cc2)cc1OC	3.6	-4.2	-19.6
CCc1ccc(S(=O)(=O)Oc2c(Br)cc(Br)c3cccnc23)cc1	-5.1	-6.1	·
Cc1cccc(C)c1N1C(C(=O)OC(C)(C)C)=C(O)c2ccccc2S1(=O)=O	1.2	6.0	-8.9
COc1c(F)ccc(C(=O)N(C)Cc2ncc[nH]2)c1F	20.1	-0.1	-9.4
[O-][n+]1onc2c1CCc1c-2nc(-c2ccccc2)n1O	-14.9	-6.4	·
CC(C)S(=O)(=O)NC(=O)C1(C)CCN1C(=O)C1(c2ccc(Cl)cc2)CC1 (stereo not given)	3.3	-7.7	·
COc1cc(F)ccc1CN1CCC(C(=O)Nc2ccc(Oc3ccccc3)nc2)CC1	31.3&-2.7	-2.7&-10.3	-8.7&-5.0
CCCC(C)NC(=O)c1cnn(-c2ccc(OC)nn2)c1CC (stereo not given)	-12.3	6.6	·
CCOC(=O)c1cc2c(=O)n3ccccc3nc2n(CCCOC(C)C)c1=O	-2.4	-8.9	-5.6
NC(=O)c1cccc(Nc2nc(C(N)Cc3ccc(C(F)(F)F)cc3)cs2)n1 (stereo not given)	-3.0	-4.6	-5.8
COc1ccc2c(c1)CCCC2NCc1ccccc1 (stereo not given)	-0.3	-8.1	-4.5
CCCNC(=O)C1(C)CCN(CCC(=O)c2ccc(F)cc2)C1 (stereo not given)	-0.2	1.7	·
FC(F)(F)c1ccc(-c2nc(CSc3nc4cc(Cl)ccc4o3)cs2)cc1	-0.4	-6.6	-7.1
CCOC(=O)c1ccc(-n2c(-c3ccco3)nc3nc4ccccc4nc32)cc1	3.1	-7.5	-6.0
Cc1cccc(C(=O)NCc2ccccc2N2CCOCC2)c1O	-0.8	-0.6	·
Cc1ccc(-c2ccnc(-c3cccc(CN)c3)n2)c(C)n1	-3.5	3.3	·

Given with two lines to a compound: 6 of the compounds above
Every second line gives: NPYLR7 ag | hcGAS inh | mcGAS lum
> CCc1ccc(S(=O)(=O)Oc2c(Br)cc(Br)c3cccnc23)cc1
  -5.1 | -6.1 | ·
> Cc1cccc(C)c1N1C(C(=O)OC(C)(C)C)=C(O)c2ccccc2S1(=O)=O
  1.2 | 6.0 | -8.9
> COc1c(F)ccc(C(=O)N(C)Cc2ncc[nH]2)c1F
  20.1 | -0.1 | -9.4
> [O-][n+]1onc2c1CCc1c-2nc(-c2ccccc2)n1O
  -14.9 | -6.4 | ·
> CC(C)S(=O)(=O)NC(=O)C1(C)CCN1C(=O)C1(c2ccc(Cl)cc2)CC1 (stereo not given)
  3.3 | -7.7 | ·
> COc1cc(F)ccc1CN1CCC(C(=O)Nc2ccc(Oc3ccccc3)nc2)CC1
  31.3&-2.7 | -2.7&-10.3 | -8.7&-5.0

Later entries.
SMILES	NPYLR7 ag	hcGAS inh	mcGAS lum
Fc1ccccc1-c1cnnc(NC2CCCN(Cc3ccccc3)C2)n1 (stereo not given)	3.0	-6.6	·
CCCCN(CC(=O)N(CCc1ccccc1)Cc1ccc(C)o1)Cc1cc(F)ccc1F	·	3.3	1.0
COC(=O)Nc1ccc2c(c1)C(=O)N(C)c1cc(C)ccc1O2	10.4	-3.9	·
CN(C)c1ccc(/C=C2\SC(=S)N(NC(=O)c3ccc(Cl)cc3)C2=O)cc1	-7.4	-4.0	-2.8
Cc1ccnc(SCCCn2c(N(C)Cc3ccccc3)nc3c2c(=O)[nH]c(=O)n3C)n1	0.3	-10.4	·
CCc1c(C)nc(C)nc1N1CC[C@](O)(CC)[C@H](O)C1	·	-8.0	-4.0
O=C(O)c1cccc(=O)n1CCOc1ccccc1Cl	6.5	-4.3	·
Cc1nc(-c2ccccc2)nc(N2CCN(C(=O)NC(C)C)CC2)c1Cc1ccc(Cl)cc1	5.9	-3.0	-7.1
Cc1cccc(-c2nc3scc(CCNS(=O)(=O)c4cc(Cl)ccc4Cl)n3n2)c1	-7.5	-3.7	-8.5
O=C(N=Nc1c(O)[nH]c2ccccc12)c1cc(-c2ccccc2)n[nH]1	-2.0	-8.2	·
COc1ccc(-c2ccc(=O)n(CCCNS(=O)(=O)c3cccnc3)n2)cc1	0.4	-5.4	·
O=C(Nc1cc2c(cc1Cl)OCCO2)N(CC1CCOC1)C1CC1 (stereo not given)	4.2	-3.2	·
CCN(CC)c1cc(C)nc(Nc2ccc(NC(=O)CC(C)C)cc2)n1	1.0	1.0	·
COc1ccccc1-c1nn(-c2ccc(C)cc2)c(OC(C)=O)c1-c1ccc(NC(=O)C(C)C)cc1	-2.1	1.0	-4.7
CCc1cccc(NC(=O)CNC(=O)c2ccc(Br)o2)c1	4.0	-4.0	·
Cc1ccc(-n2nc(-c3ccccc3)cc2NC(=O)CN(CC(C)C)C(=O)Nc2cc(C(F)(F)F)cc(C(F)(F)F)c2)cc1	·	-3.7	-4.1
Cc1ccc(OCCN(C)C(=O)CC2C(=O)NCCN2C2CCCC2)cc1 (stereo not given)	-4.4	-4.3	-11.1
COC(=O)C1=C(O)/C(=C\c2ccccn2)SC1=Nc1cccc([N+](=O)[O-])c1	-6.4	-4.0	-2.3
COc1ccc(OC)c(-c2ccc(=O)n(CC(N)=O)n2)c1	15.9	-0.8	·
O=C(c1cccc(Cl)c1)N1CCN(c2cc(Oc3ccc(F)c(Cl)c3)ncn2)CC1	-10.3	-2.8	-9.4
COc1ncc(-c2c(-c3ccccc3)ncn2CCCC2CCOC2)cn1 (stereo not given)	0.6	-0.9	-13.2
CCCCOc1ccc(/C=C2\N=C(c3cccs3)OC2=O)cc1	2.3	-2.9	-5.3
COC(=O)c1cc2ccsc2n1Cc1cc(=O)n2ccccc2n1	2.1	-7.7	-3.7
FC(F)(F)c1cccc(CSc2ncnc3ccccc23)c1	3.0	-14.5	-6.8
CCN(CC)C(=O)Oc1ccc2c(ccn2Cc2cc(Cl)ccc2Cl)c1-c1ccc(OC)c(OC)c1	20.1	1.0	-4.4
Cc1cc(C)c(NC(=O)CN2CCN(c3nccs3)CC2)c(Cl)c1	0.6	-17.3	·
CCOc1cc(S(=O)(=O)N2CCC(C(N)=O)CC2)ccc1Br	1.1	-4.1	-7.3
COC(=O)C1=C(C)NC(C)=C(C(=O)OCC(C)C)C1c1ccccc1[N+](=O)[O-] (stereo not given)	-6.2&-1.2	4.6&4.7&-1.2	58.0*
